ERG-DNA inh – qHTS for Small Molecule Inhibitors of the ERG Ets/DNA interaction | Transcriptional regulator ERG (Homo sapiens), P11308 | fluorescence polarization, His-ERG Ets domain / labelled DNA | Potency, µM (top dose mostly 76.9 µM), inactives show top-dose FP activity, negative = inhibition, usual class: inhibitors | 0.028% of 370,000 active | AID 624246, 2012; active = well fitted inhibition curve with a large enough effect in the polarisation, with a control signal flat; inconclusive = small, poorly fitted or top-dose-only effect, or effect the other way, or a change in a side signal; inactive = no such curve, though single readings can be large or run the other way; the % refers to the polarisation;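 also: polarization taken with two DNA probes labelled with fluorescein and Texas red; potency is read from the fitted curve at half-maximal effect; % of control where 0% means no effect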
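His-tagged ERG Ets domain (1 uM in the protein solution; 300mM KCl, 50mM Tris-HCl, 1mM EDTA, 1mM DTT, pH 7.5) received compound, then a probe mix of 5 nM fluorescein-DNA and 100nM Texas-615-DNA. Fluorescence polarization was read for both dyes.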
LDHA block – qHTS assay for inhibitors of human lactate dehydrogenase. L-lactate dehydrogenase A chain (Homo sapiens), P00338. activity change, % (values are at about 110 or 230 µM). purified LDHA, NADH/diaphorase-resazurin fluorescence; stronger effect = lower value. 0.15% of 480,000 active. AID 1347041, 2019; in the data active = activity change below about -30%; inconclusive = mostly about -25% to -30%;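 also: plate controls were DMSO wells for no effect and wells without enzyme for full effect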
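LDH5 2 nM; NADH 0.06 mM, pyruvate 0.2 mM; 200 mM Tris pH 7.4, EDTA, Tween-20; 5 min RT. Detection: diaphorase 0.133 mg/mL + resazurin 37 µM, fluorescence ex540/em590 at 0 and 20 min; normalized to enzyme-free and DMSO wells.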
D2 antag – HTS Assay for Allosteric Antagonists of the Human D2 Dopamine Receptor: Primary Screen for Antagonists | D(2) dopamine receptor (Homo sapiens), P14416 | 2% of 340,000 active | inhibition, % at 10 µM | AID 485344, 2010 | HEK293 TREx D2 cells, calcium flux, dopamine EC80; in the data active = inhibition above about 30%; also: 0% is about no effect
Target sequence (P14416 whole entry, looked up): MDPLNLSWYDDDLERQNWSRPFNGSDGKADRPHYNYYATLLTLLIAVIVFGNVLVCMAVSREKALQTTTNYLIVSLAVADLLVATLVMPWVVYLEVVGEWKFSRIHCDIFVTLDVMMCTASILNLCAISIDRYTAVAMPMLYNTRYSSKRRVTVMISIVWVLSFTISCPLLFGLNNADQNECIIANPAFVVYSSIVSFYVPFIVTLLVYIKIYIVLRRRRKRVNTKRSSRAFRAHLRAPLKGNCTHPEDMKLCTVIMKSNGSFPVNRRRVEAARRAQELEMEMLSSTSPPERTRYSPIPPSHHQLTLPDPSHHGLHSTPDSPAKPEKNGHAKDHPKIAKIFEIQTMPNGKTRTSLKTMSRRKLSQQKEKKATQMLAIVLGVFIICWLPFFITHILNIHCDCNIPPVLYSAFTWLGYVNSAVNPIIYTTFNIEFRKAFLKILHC
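In this primary screen, negative modulation is detected by tracking calcium flux after an EC80 dopamine challenge in inducible HEK293 T-REx D2 cells preexposed to test compound for 180 s.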
Glioma ERSR ind – qHTS for Inducers of the Endoplasmic Reticulum Stress Response (ERSR) in Human Glioma: qHTS; U87-MG GRP78 promoter luciferase reporter, 16 h; Potency, µM, for the others: at the top dose activation, hits mostly activators; 0.02% of 420,000 active; also: potency is read from the fitted curve at half-maximal effect; series mostly up to about 76 µM; % of control where 0% means no effect; nearly all actives have a fitted effect of over 35% in size
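Stably transfected U87-MG human glioma cells carrying a GRP78-based luminescent sensor were seeded at 1000 cells/well, pin-dosed with compounds and incubated 16 h. Luciferase reagent was then added, and end-point luminescence was read after 10 min at room temperature.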
D2 ag – HTS Assay for Allosteric Agonists of the Human D2 Dopamine Receptor: Primary Screen for Agonists | HEK293 T-REx D2 cells, calcium flux agonist mode | activation, % at 2 µM | 0.53% of 340,000 active;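 active = activation over 3 SD above normal in the single-dose calcium agonist read, cut at about 30% in these data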; also: 0% is about no effect
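HEK293 Trex D2 cells, tetracycline-induced, o/n 30 C 5% CO2; no-wash Ca dye, RT 30–90 min; 10-cycle baseline, 23 nl cpd added, kinetic Ca read 180 s; agonist hits = positive Ca response.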
RGS4 inhibitor – Inhibitors of Regulator of G Protein Signaling (RGS) 4: qHTS; Potency, µM (series often up to 114 µM), for the others: at the top dose activity change, negative = inhibition, most hits filed as inhibitors; Transcreener GDP fluorescence polarization, RGS4-accelerated GTP hydrolysis; 0.039% of 390,000 active; Regulator of G-protein signaling 4 (Homo sapiens), P49798; also: potency is read from the fitted curve at half-maximal effect; % is scaled to controls: 0 for no effect and ±100 for the full control effect; nearly all actives have a fitted effect of over 75% in size; some results filed as inactive show a strong effect at the top dose
Target sequence (P49798 whole entry, looked up): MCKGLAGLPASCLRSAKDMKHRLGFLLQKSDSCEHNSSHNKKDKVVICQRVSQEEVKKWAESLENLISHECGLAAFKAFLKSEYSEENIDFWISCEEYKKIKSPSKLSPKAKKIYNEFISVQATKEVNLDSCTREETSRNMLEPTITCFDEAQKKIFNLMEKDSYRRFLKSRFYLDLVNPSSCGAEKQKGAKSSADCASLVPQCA
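MLSMR compounds (23 nl, pin-transferred) preincubated 10 min at room temperature with a 500nM (2x) first reagent, then RGS4 at 900nM (2x) plus Transcreener GDP mix added; fluorescence polarization (620/688 nm) read before and after 90 min at 30 °C.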
Vif-A3G inh – qHTS for Inhibitors of Vif-A3G Interactions: qHTS; HeLa A3G-eYFP + Vif (tagged APOBEC3G with the HIV-1 protein that degrades it), YFP fluorescence, overnight; DNA dC->dU-editing enzyme APOBEC-3G (Homo sapiens), Q9HC16; Potency, µM (top dose mostly 46.1 µM), inactives show at the highest dose activity, negative = active, most hits filed as inhibitors; 0.076% of 410,000 active;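 also: potency is read from the fitted curve at half-maximal effect; % is scaled to controls: 0 for no effect and ±100 for the full control effect; nearly all actives have a fitted effect of over 60% in size; hits raise eYFP signal because A3G escapes Vif-driven loss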
Target sequence (Q9HC16 whole entry, looked up): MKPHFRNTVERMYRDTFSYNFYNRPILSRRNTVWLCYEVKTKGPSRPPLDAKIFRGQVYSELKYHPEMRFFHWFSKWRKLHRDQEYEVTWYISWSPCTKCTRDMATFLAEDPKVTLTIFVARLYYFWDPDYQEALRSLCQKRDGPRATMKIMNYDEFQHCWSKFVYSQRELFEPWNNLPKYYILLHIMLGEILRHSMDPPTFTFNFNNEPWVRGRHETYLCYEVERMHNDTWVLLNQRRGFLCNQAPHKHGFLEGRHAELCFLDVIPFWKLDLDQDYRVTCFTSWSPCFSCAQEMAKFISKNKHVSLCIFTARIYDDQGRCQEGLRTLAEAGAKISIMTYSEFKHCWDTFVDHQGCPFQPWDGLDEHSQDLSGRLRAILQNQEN
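Read-out is eYFP fluorescence (Ex 488/Em 500-530) from Vif-expressing HeLa A3G-eYFP cells; more signal means A3G escaped Vif-mediated degradation. Cells plated overnight, compound pinned in, incubated overnight at 37 deg C.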
ALOX12 inh – Primary qHTS assay for inhibitors of human arachidonate 12S-lipoxygenase (ALOX12): Round 2; Polyunsaturated fatty acid lipoxygenase ALOX12 (Homo sapiens), P18054; purified 12hLO, xylenol orange hydroperoxide absorbance; 1.1% of 580,000 active; Potency, µM (titrated, usually from 108 µM), for the others: at the top dose activity change, negative = inhibition, usual class: inhibitors; also: potency is read from the fitted curve at half-maximal effect; % is scaled to controls: 0 for no effect and ±100 for the full control effect
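Hydroperoxide product was detected by ferrous iron/xylenol orange as the 573 to 405 nm absorbance ratio. Arachidonic acid at 40 uM (final) was turned over for 30 min at room temperature by 150 nM human 12hLO, pH 7.0 Hepes buffer, after 15 min compound preincubation.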
Vif-A3F inh – qHTS for Inhibitors of Vif-A3F Interactions: qHTS. HeLa A3F-eYFP + Vif (tagged APOBEC3F with the HIV-1 protein that degrades it), YFP fluorescence increase. Potency, µM (titrated, usually from 46.1 µM), inactives show top-dose activity, negative = active. 0.2% of 390,000 active; also: potency is read from the fitted curve at half-maximal effect; % of control where 0% means no effect; nearly all actives have a fitted effect of over 65% in size
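Fluorescence increase (Ex 488/Em 500-530) after overnight compound treatment at 37 deg C flags inhibition of Vif-driven A3F-eYFP loss in stable HeLa A3F-eYFP/Vif cells seeded overnight beforehand.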
* = called active by the depositor; ? = inconclusive; . = no result given; & = joins results of further samples; [ ] = remark or other dose. Unless noted, calls follow the shape of the dose curve; as a rule, active = well fitted curve in the direction sought with a large enough effect; inconclusive = small, poorly fitted or top-dose-only effect, or another doubt; inactive = no such curve, though single readings can be large; an effect the other way counts as inactive or inconclusive.

SMILES	ERG-DNA inh	LDHA block	D2 antag	Glioma ERSR ind	D2 ag	RGS4 inhibitor	Vif-A3G inh	ALOX12 inh	Vif-A3F inh
CCN(CCCNC(=O)CC(C(=O)N1CCc2ccccc21)n1ccnc1)c1ccccc1 (configuration not stated)	-14%	7	7	-2%	-1.4	-22%	-10%	-17%	1%
C=CCC(O)(CC=C)CNC(=O)c1ccc(OC)c(OC2CCN(C(C)=O)CC2)c1	-6%	-3	-11	-1%	-0.5	-10%	0%	0%	-4%
COc1cc(Nc2ccc(C(=O)O)cc2[N+](=O)[O-])cc(OC)c1	3%	2	-6	0%	0.2	-10%	-1%	-3%	-7%
CN(C1CCCCC1)C(CNS(=O)(=O)c1ccc(Cl)cc1)c1ccccc1 (configuration not stated)	-2%	-1	28	1%	-1.5	-20%	-9%	1%	-25%
CC(=O)C(Sc1ccc2nnc(-c3cccnc3)n2n1)C(C)=O	-1%	3	-9	-3%	1.0	-24%	0%	-12%	-6%
O=C(O)c1ccccc1C(=O)Nc1c(-c2ccccc2)nc2ccccn12	1%	-8	3	4%	-0.7	6%	1%	3%	14%
O=C(c1scc2c1CCCC2)N1CCCCC1	5%	-1	.	2%	.	-3%	0%	9%[57.4 µM]	0%
C=CCN(C(=O)c1csnn1)C(C(=O)NC1CCCC1)c1ccccc1 (configuration not stated)	-9%	-4	11	-1%	-4.2	-8%	5%	1%	-5%
CSCCC(NC(=O)c1cccc(C)c1)C(=O)OCC(=O)Nc1c(C)nn(-c2ccccc2)c1C (configuration not stated)	4%	-3	-12	0%	0.1	-10%	0%	6%	-25%
O=C(Nc1cccc2c1CCCC2)c1cccc(F)c1	0%	-3	-9	0%	0.3	-11%	1%	23%	-2%
O=C(c1ccccc1)n1nc(-c2ccco2)nc1NCc1ccccc1Cl	-2%	-4	.	-4%	-0.2	20%	3%	-23%	2%
O=C(Cn1cnc2scc(-c3ccc(Br)cc3)c2c1=O)N1CCOCC1	1%	-6	3	-2%	-0.3	17%	-6%	-4%	-1%
COc1ccccc1-c1cc2nc(NCCc3ccc(S(N)(=O)=O)cc3)ccn2n1	.	-6	.	-4%	.	.	-19%	9%	.
Cn1c(C(=O)Nc2ccccc2)cc2sccc21	2%	-2	-10	3%	0.5	5%	1%	-23%	.
Cc1ccc(S(=O)(=O)N/N=C\c2ccc([N+](=O)[O-])o2)cc1C	4%	0	-9	-1%	0.4	-37%	1%	?	?
CCC1(CC)Cc2ccccc2-c2nc3ccccc3c(=O)n21	2%	7	6	-3%	-1.9	-12%	-5%	-6%	-11%
CNC(=O)c1c(NC(=O)c2ccc3ncsc3c2)sc(C)c1C	5%	-4	4	4%	1.8	-17%	-5%	?	10%
COCCCNC(=O)CCCn1c(=O)c2cccn2c2cccnc21	-1%	-6	.	-3%	0.6	-3%	1%	-17%	-2%
CC(=O)OCCNc1cc(N2CCN(C)CC2)c2noc3c2c1C(=O)c1ccccc1-3	-16%	9	0	-6%	0.7	-31%	?	12%	?
COc1ccc(C(=O)NCCN2CCOCC2)cc1S(=O)(=O)Nc1ccc(C)cc1	-4%	-14	6	0%	-0.7	12%	-1%	-25%	2%
CCCCOC(=O)C1=C(C)NC(=O)NC1c1ccc(OC)cc1 (configuration not stated)	-6%	-3	3	-6%	-0.1	17%	-3%	0%	0%
CC(C)(C)c1nc(CN2CCCCC2)cc(CN2CCCCC2)c1O	-13%	-3	-17	-4%	-0.4	16%	5%	0%	-2%
Clc1ccc2c(c1)C(N1CCNCC1)Cc1ccccc1S2 (configuration not stated)	3%	-1	99*	-17%	0.9	8%	-16%	.	-3%
O=C(Nc1cccc(Cl)c1)N1CC2CCCN2c2ccccc21 (configuration not stated)	2%	19	.	-2%	.	-23%	2%	-12%	-2%
CCCCn1c(N)c(N(CC(C)C)C(=O)CN(C)S(=O)(=O)c2ccc(F)cc2)c(=O)[nH]c1=O	-3%	2	15	-5%	0.3	2%	-10%	?	-8%
O=[N+]([O-])/C(C(Cl)=C(Cl)Cl)=C(/Sc1ccccc1)N1CCCCC1	-6%	-4	3	3%	-1.4	-2%	-1%	?	-9%
CN(C)Cc1c(C(=O)N/N=C/c2ccc(OCc3ccc(F)cc3)cc2)nnn1-c1nonc1N	14%	-3	-34	-4%	0.4	13%	0%	1%	17%
COc1cccc(NC(=O)CCc2c(C)nc3nc(CNC(=O)c4cccc(F)c4)nn3c2C)c1	5%&10%	-2&-6	-40	-1%&-3%	0.3&0.9	24%&-8%	0%&-1%	-1%&-9%	1%&1%
Cc1cccc2c1CC(C)(C)N=C2C1=C(O)CC(C)(C)CC1=O	-5%	-2	-18	-1%	0.2	-41%	-1%	57%	0%
CC1CCN(C(=O)Cn2c(=O)oc3cc(S(=O)(=O)N4CCCCC4)ccc32)CC1	16%&-3%	-13&-2	1	-5%&7%	1.5&-0.2	0%&10%	3%&-3%	2%&-3%	13%&3%
O=C(CN1CCCCCC1)Nc1nc2ccccc2s1	3%	-11	.	-2%	.	24%	-5%	?	-17%
O=C(CCc1nc2ccccc2c(=O)[nH]1)N1CCN(S(=O)(=O)c2ccc(F)cc2)CC1	11%	-7	0	1%	-0.2	-7%	-1%	340%[activator]	5%
Cc1c(C(=O)NCc2cccc(C(F)(F)F)c2)sc(=O)n1Cc1cccc(F)c1	.	1	.	12%	.	.	2%	?	.
COc1ccc(-c2csc(/C(C#N)=C(\O)CSc3nccn3C)n2)cc1OC	1%	2	11	1%	0.2	-33%	-3%	0%	3%
O=C(Nc1ccccc1)c1cccc(S(=O)(=O)NCc2ccco2)c1	-3%	-8	3	-3%	0.7	-2%	2%	-44%	2%
CCC(C(=O)O)n1c2ccccc2c2cn[nH]c(=O)c21 (configuration not stated)	-10%	-5	-12	-3%	1.2	22%	-5%	-11%	-12%
COc1cc2c(cc1OC)C(c1cc3ccc(C)cc3[nH]c1=O)N(C(=O)c1ccco1)CC2 (configuration not stated)	7%	-10	11	2%	3.2	-11%	-6%	?	-3%
CCCCNC(=O)C1C2C=CC(C2)C1C(=O)O (configuration not stated)	-2%	-3	.	-5%	.	10%	1%	24%	-2%
COc1ccc2c(c1)CCN(C(=O)CCl)C2C1C(=O)CCCC1=O (configuration not stated)	-13%	-1	-12	0%	0.7	-28%	-1%	-11%	3%
O=C(O)C[C@H]1c2cc(F)ccc2S(=O)(=O)N1C1CCCC1	9%	-4	.	-1%&-2%	.	2%	3%&0%	-22%	-4%

3 compounds out of the list above, ordered by their value in RGS4 inhibitor, falling.
molecule | RGS4 inhibitor
CN(C)Cc1c(C(=O)N/N=C/c2ccc(OCc3ccc(F)cc3)cc2)nnn1-c1nonc1N | 13%
O=C(CCc1nc2ccccc2c(=O)[nH]1)N1CCN(S(=O)(=O)c2ccc(F)cc2)CC1 | -7%
CC(=O)C(Sc1ccc2nnc(-c3cccnc3)n2n1)C(C)=O | -24%

Carrying on.
SMILES	ERG-DNA inh	LDHA block	D2 antag	Glioma ERSR ind	D2 ag	RGS4 inhibitor	Vif-A3G inh	ALOX12 inh	Vif-A3F inh
COc1ccc([N+](=O)[O-])cc1NC(=O)CCC(=O)c1cccs1	3%	-6	-8	-3%	-1.9	15%	-4%	-13%	0%
Cc1ccc(S(C)(=O)=O)cc1C(=O)OCC(=O)N1CCCC1=O	-2%	-6	4	-4%	0.8	-2%	-2%	4%	-3%
COc1ccc(OC)c(CN2CCC(Cc3ccccc3)CC2)c1	9%	-9&9	-5	-2%	0.1	-9%	0%	?	2%
Cc1ccc(OC(=O)C(F)(F)F)c2c1NCCC2	-9%	1	6	-3%	-1.6	8%	1%	11%	-15%
COc1ccc(CN(CC2CCCO2)C(=O)CN2C(=O)COc3ccccc32)cc1OC (configuration not stated)	-10%	-5	6	-4%	-0.1	-9%	3%	-2%	5%
CCOc1ccc(-c2c(C(=O)N/N=C/c3ccc(C)cc3)nnn2-c2nonc2N)cc1	-1%	-5	-2	-3%	39*	-13%	0%	220%[activator]	1%
Clc1ccccc1OCCn1nnc2ccccc21	4%	-7	-17	4%	-2.3	16%	-1%	?	-40%
CCCCn1cc2c(c1-c1ccc(Cl)cc1)c(=O)n(C)c(=O)n2C	2%	-7	.	-1%	-0.8	7%	3%	-44%	0%
CCC(O)(C(=O)Nc1ccccc1C(F)(F)F)c1ccccc1OC (configuration not stated)	-10%	-4	10	-3%	-0.2	15%	2%	9%	1%
COc1ccccc1CC(=O)Nc1ccc(F)cc1F	-4%	-1	4	-1%	-0.5	3%[56.9 µM]	1%	1%	-7%
CN(C)S(=O)(=O)c1ccc(C(=O)Nc2ccc3nc(N4CCOCC4)sc3c2)cc1	8%	1	.	-1%	.	-27%	-1%	12%	-16%
CCN1C(=O)/C(=C/N(C(C)=O)c2ccccc2)N(c2ccccc2)C1=S	10%	0	-11	-15%	2.6	-27%	-13%	18%	-12%

This is a subset; rates above refer to the full screens.
